mlh1 rad18: NCI yeast anticancer drug screen, S. cerevisiae mlh1 rad18 strain; growth inhibition, % at 50 µM; AID 175; hit rate 11% among 79,000;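 further: 0% = growth of vehicle-only cultures of the same strain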
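Yeast w/ defined DNA-repair lesions; compound exposure; growth vs vehicle controls → % inhibition.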
yeast mec2-1: NCI yeast anticancer drug screen, S. cerevisiae mec2-1 strain; hit rate 9% among 79,000; % growth inhibition at 50 µM; AID 157;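 further: 0% = growth of vehicle-only cultures of the same strain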
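Test agents were screened against the mec2-1 yeast strain, with defined DNA repair or cell cycle alteration. Growth was scored as inhibition against vehicle-only controls.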
yeast cln2 rad14: NCI yeast anticancer drug screen, S. cerevisiae cln2 rad14 strain. growth inhibition, % at 50 µM. hit rate 8.3% among 78,000;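 further: 0% = growth of vehicle-only cultures of the same strain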
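Test compounds were added to cln2 rad14 yeast cultures; inhibition of growth was then determined by comparison with vehicle treatment.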
yeast rad50: NCI yeast anticancer drug screen, S. cerevisiae rad50 strain. % growth inhibition at 50 µM. hit rate 10% among 79,000;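 further: 0% = growth of vehicle-only cultures of the same strain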
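A DNA repair-deficient yeast mutant serves as the test organism; compound-induced growth inhibition is calculated against vehicle-treated cells.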
bub3: NCI yeast anticancer drug screen, S. cerevisiae bub3 mutant strain; hit rate 9.9% among 78,000; growth inhibition, % at 50 µM;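 further: 0% = growth of vehicle-only cultures of the same strain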
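In this screen, a yeast mutant lacking normal mitotic checkpoint function is challenged with compound. Relative growth versus vehicle gives the inhibition value.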
sgs1 mgt1: NCI yeast anticancer drug screen, S. cerevisiae sgs1 mgt1 strain. growth inhibition, % at 50 µM. hit rate 10% among 78,000. AID 161;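 further: 0% = growth of vehicle-only cultures of the same strain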
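Genetically altered yeast, compound exposure, growth inhibition relative to vehicle.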
An asterisk follows results filed as active; & = joins results of further samples. No stated cut-off is given here; in the data, active means growth inhibition above about 70%; inactive means the rest.

# | canonical_smiles | mlh1 rad18 | yeast mec2-1 | yeast cln2 rad14 | yeast rad50 | bub3 | sgs1 mgt1
1 | CC(C)C1CCC2(C)C(CCC3C4(C)CCCC32OC4)C1 (stereo not given) | 11 | 1 | -25 | -20 | 48 | 1
2 | O=C1C(=O)c2ccccc2C(O)=C1C1CCCCC1 | 27 | 2 | 6 | 44 | 18 | 24
3 | O=C(Nc1ccc(F)cc1)c1cc2c(cc1Cl)Sc1nccn1S2(=O)=O | 3 | -4 | 17 | -7 | 4 | -9
4 | Cc1nc(-c2ccccn2)no1 | 10 | 5 | -33 | -9 | 4 | -3
5 | CCOC(=O)/C(=C\c1ccccc1OC)P(=O)(OCC)OCC | -4 | 8 | 4 | 15 | -17 | -6
6 | CCOC(=O)NC(C(N)=O)C(N)=O | -2 | 16 | -44 | 0 | -13 | -2
7 | COC(=O)c1ccccc1N(C(=O)c1ccccc1)c1ccccc1C | -55 | -13 | 10 | -16 | -11 | -19
8 | O=C(CCCCl)N1CCCCCC1 | 6 | 12 | -37 | -5 | 15 | -18
9 | c1ccc(N=c2snc3scc(-c4ccccc4)n23)cc1 | 17 | 7 | 18 | 28 | 33 | 14
10 | N/C(=N\NS(=O)(=O)c1ccccc1)Oc1ccc(Br)cc1Br | 20 | -9 | 0 | -3 | 31 | 32
11 | CC(C#N)(c1ccccc1)N(CCc1ccccc1)C(=O)Oc1ccccc1 (stereo not given) | -46 | 12 | -30 | 7 | -10 | -44
12 | O=C(Nc1ccc(O)cc1)C(O)C(O)C(O)C(O)CO (stereo not given) | -9&20 | -8&12 | 13&3 | -3&4 | -4&5 | 5&21
13 | CNc1ncnc2[nH]ncc12 | 1 | -1 | -18 | 18 | -7 | 6
14 | N=C(N)c1ccc(C(=N)N)cc1 | -33 | -14 | 0 | -16 | -1 | -20
15 | Nc1ccc(-c2nc3ccccc3s2)cc1Br | 56 | 19 | 11 | 8 | 52 | 21
16 | CCOC(=O)C1(O)c2ccccc2NC(=S)N1CC(Br)CBr (stereo not given) | 33 | -60 | -8 | 20 | 2 | 16
17 | CCC1(O)CCCC1 | 15 | -30 | -3 | 16 | -5 | 3
18 | CC(=O)OCC(OC(C)=O)C(OC(C)=O)C(/C=N/N(C(C)=O)S(=O)(=O)c1ccc(/C=C2\NC(=O)NC2=O)cc1)OC(C)=O (stereo not given) | -26 | -24 | -2 | -42 | -19 | -35
19 | CN(C)Cc1cc(N=Nc2ccc(Cl)cc2)cc(CN(C)C)c1O | 90* | 89* | 44 | 57 | 91* | 95*
20 | CCCC(=O)N(Cc1ccccc1)Cc1ccccc1 | 25 | 27 | -29 | 22 | -6 | -1
21 | CC1(C)OC2C(O1)[C@H]1OC(C(Cl)(Cl)Cl)=N[C@H]1C(I)[C@H]2N1C(=O)c2ccccc2C1=O (stereo not given in full) | 4 | -46 | -53 | 0 | -6 | -5
22 | Cn1c(=O)c2c(ncn2Cc2ccccc2)n(C)c1=O | 4 | -13 | -11 | -2 | 45 | 4
23 | O=C(/C=C/c1ccccc1)CC1OC(=O)c2ccccc21 (stereo not given) | -21 | -16 | 23 | 14 | 3 | 10
24 | O=[N+]([O-])c1ccc2c(Nc3ccccc3-c3ccccc3Nc3c4ccccc4nc4cc([N+](=O)[O-])ccc34)c3ccccc3nc2c1 | 89* | 90* | 91* | 91* | 87* | 91*
25 | c1ccc2cc3ccccc3cc2c1 | 4 | 11 | -43 | 6 | -1 | -18
26 | CC(C)C1(O)C(c2ccccc2)=C(c2ccccc2)C(c2ccccc2)=C1c1ccccc1 | 12 | 7 | 14 | -1 | -2 | 11
27 | O=C1c2ccccc2C(=O)N1CCCSc1ccccc1 | -34 | -13 | -16 | -10 | -32 | -22
28 | O=C1NC(=O)C(c2ccc(Cl)c(Cl)c2)N1 (stereo not given) | -4 | -10 | -14 | 11 | -13 | -13
29 | CCn1cc(C(=O)O)c(=O)c2nc(S(C)=O)sc21 (stereo not given) | 6 | 19 | 22 | -2 | 7 | -26
30 | NNc1nc2ccccc2[nH]1 | 9 | 0 | -14 | 17 | 9 | -35
31 | O=C(CNCc1ccccc1)c1ccc(Cl)cc1 | 14 | 1 | 25 | 12 | -8 | 8
32 | O=C(O)CS/C(=N\S(=O)(=O)c1ccccc1)Nc1cccc(Cl)c1 | -8 | -25 | 12 | -3 | 5 | 19
33 | CC(=O)Nc1ccc(-c2nnc(SCC(=O)Nc3ccccc3C)o2)cc1 | -18 | -5 | 5 | -7 | -9 | -20
34 | COc1ccc(/C=N/Nc2nnc3c4ccccc4n(C)c3n2)cc1 | -9 | -16 | -37 | -28 | 0 | -12
35 | CCCCCC(=O)NCCCOC | -9 | 11 | -46 | -20 | -14 | 0
36 | O=C1CCCC(=O)N1CCCO | 6 | -6 | -91 | 10 | -6 | -24
37 | Cn1c(COc2ccc(/C=N/NC(=O)CCC(=O)N/N=C/c3ccc(OCc4c[n+]5ccccc5n4C)cc3)cc2)c[n+]2ccccc12 | 90* | 32 | 19 | 49 | 19 | 63
38 | CC1=NNC(=O)CC1C(O)c1ccc(F)cc1 (stereo not given) | -2 | 1 | -2 | -33 | 0 | -10
39 | O=C(c1ccccc1Br)C(F)(F)F | -4 | -20 | -18 | -3 | -44 | -18
40 | CC(=O)OC1COC(c2ccccc2[N+](=O)[O-])OC1C1OC(c2ccccc2[N+](=O)[O-])OCC1OC(C)=O (stereo not given) | -6 | -8 | -7 | -1 | -10 | -16
41 | C(=C/c1nnnn1-c1ccccc1)/Nc1ccccc1 | 35 | -6 | 5 | -7 | 7 | 10
42 | N#CC1=CN(Cc2ccc3c(c2)OCO3)C=CC1 | 18 | 1 | -20 | 4 | -25 | 3
43 | Cc1ccccc1N=Cc1cc(Cl)ccc1O | 67 | 36 | -13 | 51 | 42 | 26
44 | COc1cccc(/C=C\C#N)c1 | -22 | -1 | -7 | -23 | -27 | -45
45 | O=C(CCC(=O)Nc1ccc(Cl)c(Cl)c1)CC(=O)c1ccc(F)cc1 | -2 | -9 | 4 | -17 | 19 | 14
46 | Nc1c(F)c(F)c(C(=O)O)c(F)c1F | -29 | -21 | -4 | -16 | -5 | -10
47 | CCN(CCO)CCCC(C)Nc1ccnc2cc(Cl)ccc12 (stereo not given) | -63 | -67 | -132 | -43 | -46 | -33
48 | COc1ccc(C2CC(=O)C(C(=O)OC3CCCCC3)C2c2ccc(OC)cc2)cc1 (stereo not given) | 20 | 16 | 28 | 14 | -3 | 16
49 | CCSc1nc2ccc(CN3C(=O)c4ccccc4C3=O)cc2s1 | -2 | -4 | 2 | 1 | 16 | -5
50 | CC(=O)NNc1nc(C)c(C(=O)/C=C/c2ccc(Cl)cc2)s1 | 30 | 13 | 27 | 44 | 19 | 22
51 | COc1ccccc1N=Nc1c(O)n(-c2ccc(I)cc2)c(=S)n(-c2ccccc2)c1=O | -1 | -8 | -17 | 25 | -10 | 23
52 | O=C1NCC2(CCN(CC3COc4ccccc4O3)CC2)N1c1ccccc1 (stereo not given) | -34 | -18 | -3 | -23 | -3 | -21
53 | CC(O)c1cccc(C(C)(C)O)c1Sc1c(C(C)(C)O)cccc1C(C)(C)O (stereo not given) | -15 | 8 | -1 | 13 | 6 | 10
54 | N#CC1OB(O)c2ccccc21 (stereo not given) | 61 | 28 | 21 | 58 | 70 | 27
55 | CCOC(=O)C/C(C)=N\NC(N)=S | 45 | 39 | -12 | 37 | 15 | 16
56 | O=S(=O)([O-])c1ccc(N=Cc2ccccc2[O-])cc1.O=S(=O)([O-])c1ccc(N=Cc2ccccc2[O-])cc1.[Co+2] | -10 | 2 | 23 | 17 | 9 | -15
57 | CN(C)CCCn1ncc(Sc2cc([N+](=O)[O-])ccc2N)c(Cl)c1=O | -7 | -6 | -8 | 3 | -6 | -12
58 | Oc1cc(CNCc2ccccc2)c(O)c(CNCc2ccccc2)c1 | 17 | 32 | 38 | -4 | 2 | 5
59 | COc1ccc2c(c1)O[C@H]1c3ccc(O)cc3OC[C@@H]21 | 84* | 69 | 50 | 73* | 74* | 68
60 | c1ccc(Cn2cnc3c4cccnc4ccc32)cc1 | 14 | 14 | 26 | 8 | 57 | 26

(next part)
# | canonical_smiles | mlh1 rad18 | yeast mec2-1 | yeast cln2 rad14 | yeast rad50 | bub3 | sgs1 mgt1
61 | S=C1NC2=C(CSC/C2=C\c2ccccc2)C(c2ccccc2)N1 (stereo not given) | 72* | 58 | 69 | 60 | 73* | 65
62 | COC1=Cc2nc3ccccc3nc2OC1(C)C | 4 | 3 | -16 | -13 | 18 | 11
63 | CC(=O)NCCCCNS(=O)(=O)c1ccc(C)cc1 | 5 | -3 | -6 | -16 | -1 | -17
64 | COc1ccccc1NC(=O)C(/C=N/C(=S)NCCNc1ccc(OC)c(OC)c1)=C(\C)O | 15 | -2 | 43 | 10 | 7 | 16
65 | C1CSCCSCCSCCS1 | -12 | -3 | -12 | -1 | 0 | -1
66 | Cc1nc2ccc(N)cc2[nH]c1=O | 25 | 7 | 14 | 17 | 6 | 13
67 | N#Cc1ccc(OCCCOc2ccc(C#N)cc2)cc1 | -4 | 12 | 5 | 8 | 46 | 10
68 | O=C(C[n+]1cccc2ccccc21)c1ccc(-c2ccccc2)cc1 | -4 | -7 | -16 | 4 | -6 | 13
69 | CCN(CC)C1=Nc2ccccc2N(c2ccccc2)C(=S)C1 | 51 | 26 | 14 | 47 | 36 | 30
70 | C/C=C(C)/C=C/CC(C)CCC=C(C)C (stereo not given) | -72 | 9 | -18 | 7 | 9 | 12
71 | COc1ccc(/C(C)=N/OC(=O)c2sc3ccccc3c2Cl)cc1CN1CCOCC1 | -22 | -24 | -2 | -18 | -29 | -25
72 | CCCc1ccc(NCc2cc(OC)c(OC)c(OC)c2)cc1 | 18 | 4 | -18 | 15 | 22 | 28
73 | CCOC(=O)N1N(C(=O)c2ccccc2)C(=O)CC1(C)C | -24 | 8 | -16 | -3 | -7 | 2
74 | CCCCCCCCCCCC(=O)CN1CCOCC1 | 99* | 100* | 98* | 99* | 100* | 62
75 | CCCCCCCCCCCC(=O)NC(=S)Nc1cc(Cl)ccc1Cl | 11 | 3 | -30 | 12 | -1 | 0
76 | CC(C)N(C(=O)C12C3C4C5(C#N)C3C1(C#N)C5C42C#N)C(C)C (stereo not given) | -27 | -10 | 2 | -10 | -1 | -22
77 | CC(=O)c1ccc2c(c1)-c1ccccc1C(=O)C2=O | 6 | -23 | -20 | -25 | -15 | 10

Compounds listed so far that contain an aryl methoxy group (nine):
# | canonical_smiles | mlh1 rad18 | yeast mec2-1 | yeast cln2 rad14 | yeast rad50 | bub3 | sgs1 mgt1
5 | CCOC(=O)/C(=C\c1ccccc1OC)P(=O)(OCC)OCC | -4 | 8 | 4 | 15 | -17 | -6
34 | COc1ccc(/C=N/Nc2nnc3c4ccccc4n(C)c3n2)cc1 | -9 | -16 | -37 | -28 | 0 | -12
44 | COc1cccc(/C=C\C#N)c1 | -22 | -1 | -7 | -23 | -27 | -45
48 | COc1ccc(C2CC(=O)C(C(=O)OC3CCCCC3)C2c2ccc(OC)cc2)cc1 (stereo not given) | 20 | 16 | 28 | 14 | -3 | 16
51 | COc1ccccc1N=Nc1c(O)n(-c2ccc(I)cc2)c(=S)n(-c2ccccc2)c1=O | -1 | -8 | -17 | 25 | -10 | 23
59 | COc1ccc2c(c1)O[C@H]1c3ccc(O)cc3OC[C@@H]21 | 84* | 69 | 50 | 73* | 74* | 68
64 | COc1ccccc1NC(=O)C(/C=N/C(=S)NCCNc1ccc(OC)c(OC)c1)=C(\C)O | 15 | -2 | 43 | 10 | 7 | 16
71 | COc1ccc(/C(C)=N/OC(=O)c2sc3ccccc3c2Cl)cc1CN1CCOCC1 | -22 | -24 | -2 | -18 | -29 | -25
72 | CCCc1ccc(NCc2cc(OC)c(OC)c(OC)c2)cc1 | 18 | 4 | -18 | 15 | 22 | 28

Screening data: PubChem BioAssay, NCI
